MITF TRPM1 HTS = activators of MITF-driven TRPM1 promoter activity in SK-MEL-5 cells | AID 588334 | SK-MEL-5 TRPM1-promoter luciferase, 24 h; % of positive control, neutral wells = 0 | activation, % at 12.5 µM | 300,000 tested, 0.75% active;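 active = mean activation of at least 80% with every replicate also reaching 80%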;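 note: 0% = neutral control wells and 100% = parthenolide positive control wells; values of inactives mirror those of a sister screen read the other way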
Arrestin-AP2 inh = inhibitors of human beta-arrestin and AP2 interaction | inhibition, % at 10 µM | FITC-arrestin peptide / GST-AP2 beads, flow cytometry; AP2 beta2 appendage carries R879A mutation | AID 504490 | 340,000 tested, 0.31% active;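 active = inhibition above a set limit, near 3 SD of compounds lacking own fluorescence, cut at about 54% in these data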;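 note: plate controls were DMSO wells for no effect and 5 µM unlabelled arrestin peptide for full effect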
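Material – GST-tagged AP2 beta2-adaptin appendage (R879A) on 4 µm glutathione beads · Probe or stimulus – fluorescein-tagged arrestin peptide at 50 nM final · Timing – 12 min plus 1 h, RT · Detection – bead flow cytometry, FITC channel · Read-out basis – inhibition as reduced fluorescein signal on beads, percent · Medium – PBS plus Tween 20 (0.05%) and BSA (0.1%)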
CDK5 inh = CDK5/p35 (human) kinase inhibition; Q00535+Q15078; Recombinant CDK5/p35, ADP-Glo luminescence, 60 min; inhibition, % at 10 µM; 330,000 tested, 0.01% active;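 active = highest replicate inhibition of at least 50% and at least 75% of replicates reaching 50%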;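 note: plate controls were DMSO neutral control for no effect and GW8510 at 10 µM for full effect; many of its hits are not listed in these tables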
NSD2 HMT inh = inhibitors of human histone methyltransferase NSD2 | O96028 | NSD2 peptide methylation, AlphaScreen, 120 min | inhibition, % at 12.5 µM | 310,000 tested, 0.54% active | AID 743445; in the data active = inhibition above about 50%
SR-BI DiI inh = mouse SR-BI HDL lipid transfer inhibition; Q61009; ldlA[mSR-BI] CHO cells, DiI-HDL uptake fluorescence, 3 h; inhibition, % at 12.5 µM; 320,000 tested, 0.96% active;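 active = mean replicate inhibition of at least 70% and a set share of replicates each scoring 70 or more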;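 note: 0% = median of neutral control wells and 100% = median of positive control wells; values of inactives mirror those of a sister screen read the other way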
PKA-R2B act = PKA-R2B complex activation; P22694+P31323; PKA-R2B holoenzyme dissociation, Cy5-IP20 fluorescence polarization; R2B truncated from residue 108, S112A mutant; 0% DMSO only, 100% 113 µM cGMP; activation, % at 11.4 µM; 340,000 tested, 0.079% active;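 active = activation above a cutoff set at the mean over all compounds plus 3 SD, cut at about 18% in these data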;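 note: higher means more holoenzyme dissociation and a rise in polarization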
SR-BI uptake up = enhances SR-BI lipid uptake from DiI-HDL; activation, % at 12.5 µM; 320,000 tested, 0.096% active; CHO ldlA[mSR-BI] cells, DiI-HDL uptake fluorescence, 3 h; 100 = double the neutral-control signal;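 active = mean replicate activation of at least 60% and every replicate at or above 60%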;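 note: 0% = median plate neutral-control signal and 100% = twice that signal; values of inactives mirror those of a sister screen read the other way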
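material = CHO ldlA[mSR-BI] cells | medium = Ham's F12 with 0.5% BSA, HEPES 25 mM, pH 7.4 | reagent = fluorescent DiI-HDL, 10 µg/mL final | compound dosing = single-point compound dose | incubation = 3 h, 37 °C | measured by = bottom-read fluorescence, 550/595 nm | measure = HDL uptake via cellular fluorescence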
PKA-R1A activ = PKA-R1A complex activation. P00514+P68181. PKA-R1A dissociation, Cy5-IP20 fluorescence polarization; scaled: DMSO 0%, 113 µM cGMP 100%. activation, % at 11.4 µM. 340,000 tested, 0.083% active. AID 504707;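 active = percent activation above the mean of all tested compounds plus 3 SD, cut at about 19% in these data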;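 note: higher means more PKAc released from R1A so a rise in polarization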
Mot1-301 SUMO = blocks SUMOylation pathway, rescuing yeast Mot1-301 growth. S. cerevisiae Mot1-301 growth rescue, ATP luminescence, 38.5C; percent above DMSO median, 100 means doubled. growth rescue, % at 18.8 µM. 320,000 tested, 1% active;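 active = every valid replicate shows activation above 250% relative to neutral control wells; inactive = the rest, any valid replicate at or below 250%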;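 note: OY570 slx delta 5 strain wells were the positive control but not used for scaling; some compounds called inactive have numbers as strong as hits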
DSG3 Ab inh = inhibitors of pemphigus antibody binding to human desmoglein-3 | P32926 | 310,000 tested, 0.48% active | AID 588358 | binding (percent of control), % at 10 µM | DSG3-coupled beads, scFv-anti-DSG3-GFP binding, flow cytometry; active compounds read low;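 active = binding more than 3 SD below its plate's average and above zero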;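 note: hits lower antibody fragment binding to DSG3; some compounds called inactive have numbers as strong as hits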
Target sequence (P32926 whole entry, looked up, the tested form may be a part): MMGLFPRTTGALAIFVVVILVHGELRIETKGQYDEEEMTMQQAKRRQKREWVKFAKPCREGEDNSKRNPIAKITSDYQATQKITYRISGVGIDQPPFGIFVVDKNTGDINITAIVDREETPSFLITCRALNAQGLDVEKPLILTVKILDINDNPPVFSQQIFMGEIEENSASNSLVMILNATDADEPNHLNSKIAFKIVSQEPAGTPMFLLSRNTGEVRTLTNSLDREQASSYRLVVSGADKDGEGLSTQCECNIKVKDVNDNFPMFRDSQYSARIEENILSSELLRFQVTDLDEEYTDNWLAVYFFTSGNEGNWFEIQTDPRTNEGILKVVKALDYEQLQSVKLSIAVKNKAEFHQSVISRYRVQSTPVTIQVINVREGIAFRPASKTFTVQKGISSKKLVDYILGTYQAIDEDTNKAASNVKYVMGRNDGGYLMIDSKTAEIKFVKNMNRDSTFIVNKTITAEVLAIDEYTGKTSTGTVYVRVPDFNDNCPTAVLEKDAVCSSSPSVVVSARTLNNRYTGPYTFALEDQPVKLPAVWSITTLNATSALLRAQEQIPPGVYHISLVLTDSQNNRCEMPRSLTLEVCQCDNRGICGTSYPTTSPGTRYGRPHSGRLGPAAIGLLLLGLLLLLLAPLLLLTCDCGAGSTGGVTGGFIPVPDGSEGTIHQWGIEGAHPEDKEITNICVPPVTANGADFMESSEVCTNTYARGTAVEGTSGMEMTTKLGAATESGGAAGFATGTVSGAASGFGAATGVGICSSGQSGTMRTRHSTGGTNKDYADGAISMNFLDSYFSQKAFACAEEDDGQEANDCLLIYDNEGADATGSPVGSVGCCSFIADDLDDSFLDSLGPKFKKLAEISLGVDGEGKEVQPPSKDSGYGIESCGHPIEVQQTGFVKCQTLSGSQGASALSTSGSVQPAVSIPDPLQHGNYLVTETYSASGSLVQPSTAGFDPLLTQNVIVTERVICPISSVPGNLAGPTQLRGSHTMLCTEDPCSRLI
dFosB act = activators of mouse delta FosB homodimer. P13346. 340,000 tested, 0.99% active. AID 493131. purified delta FosB, TAMRA-CDK5 oligo fluorescence polarization; percent of positive-control signal above neutral wells. activation, % at 25 µM;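 active = mean activation above about 17%, with every replicate also reaching it, limit read from the data, passing the limit was not always enough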;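 note: fluorescence polarization rise as delta FosB binds a TAMRA Cdk5 AP-1 oligo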
* = called active by the depositor; · = not tested or not shown. Rows were taken by chance. About 4.7% of those tested had a hit in this group.

SMILES	MITF TRPM1 HTS	Arrestin-AP2 inh	CDK5 inh	NSD2 HMT inh	SR-BI DiI inh	PKA-R2B act	SR-BI uptake up	PKA-R1A activ	Mot1-301 SUMO	DSG3 Ab inh	dFosB act
CC(OC(=O)c1cccc(-n2cnnn2)c1)C(=O)NC1(C#N)CCCCC1 (configuration not stated)	-1	1	0.0	-4	3	1	-3	3	19	98	-4
O=C(O)CCCCCCCCCC[n+]1ccccc1	6	15	5.1	1	·	0	·	-2	17	97	-12
Clc1ccccc1/C=N/c1cc(-c2ccccc2)nn1-c1ccccc1	·	5	2.8	-2	63	-3	-63	-4	3	99	-3
Cc1ccc(S(=O)(=O)n2ccc(-c3cccc(OCc4c(F)cccc4Cl)c3)n2)cc1	-4	5	-0.6	-2	44	2	-44	-5	·	101	-4
COc1ccc(NC(=O)COc2ccc(/C=C/c3cc[n+](C)cc3)cc2OC)cc1	-6	-1	-0.7	3	·	-2	·	12	4	·	14
CC(=O)Nc1ccc(N2CCN(C(C)=O)CC2)cc1	-1	15	-1.8	·	-13	-9	13	-1	1	100	10
Cc1cnc(NC(=O)C2CCCC2)s1	3	2	6.7	-6	·	6	·	-1	8	101	-1
O=C(O)c1cc2nc(-c3ccc(F)cc3)cc(C(F)(F)F)n2n1	-6	0	-2.1	1	16	-1	-16	-18	-6	·	8
Cc1ccc(F)c(C2C3C=CCC(c4cccc(-c5ccc(N(C)C)cc5)c4)C3C(=O)N2Cc2ccccc2)c1 (configuration not stated)	8	10	-2.8	·	23	-7	-23	1	29	95	-1
CCOc1ccc(-c2cccc(NS(=O)(=O)c3cc([N+](=O)[O-])ccc3Cl)c2)nn1	8	20	0.0	5	-20	0	20	-3	2	98	-1
COC(=O)c1ccccc1NC(=O)CCc1ccccc1	-10	-3	1.0	-7	3	-11	-3	-9	2	96	-7
COc1ccccc1C(CNC(=S)NCc1ccccc1)N1CCCC1 (configuration not stated)	19	3	-1.2	·	0	-1	0	2	-21	106	-13
COC(=O)CCCC1=CC2=C(c3ccccc3)C(=O)C(C)(OC(=O)C3CCCC3)C(=O)C2=CN1Cc1ccc(OC)cc1 (configuration not stated)	5	25	-0.1	·	4	-5	-4	0	-2	101	-7
O=C(Cn1nc(C(F)(F)F)cc1C1CC1)NCc1ccccc1F	10	-5	1.3	-2	10	-9	-10	-5	7	103	-11
CC1(c2ccc([N+](=O)[O-])cc2)NC(=O)N(CC(=O)Nc2ccc(N3CCCCC3)cc2)C1=O (configuration not stated)	5	-1	1.3	5	39	-6	-39	-1	3	86	11
O=C(Nc1ccccc1C(=O)Nc1ccc(F)cc1)c1ccco1	2	-1	2.0	-3	75*	3	-75	-13	-6	105	-6
O=c1[nH]nc(SCc2ccccc2)c(=O)[nH]1	4	38	1.7	-7	-14	-1	14	-12	-3	97	-5
O=c1ccc2ccc(O[C@@H]3O[C@H](CO[C@@H]4OC[C@](O)(CO)[C@H]4O)[C@@H](O)[C@H](O)[C@H]3O)cc2o1	9	-4	-0.7	·	-12	-4	12	-11	-1	101	0
COc1cc(C2c3c(n[nH]c3C)C(=O)N2c2ccc(C)cc2)ccc1O (configuration not stated)	·	-7	-0.4	·	-24	-1	24	-12	195	99	-5
COc1ccc(N2CCN(S(=O)(=O)c3cn(C)cn3)CC2)cc1	0	3	0.8	-1	-13	1	13	-2	4	·	-1

Arranged by the number under SR-BI uptake up (smallest number first): some entries from above.
SMILES	MITF TRPM1 HTS	Arrestin-AP2 inh	CDK5 inh	NSD2 HMT inh	SR-BI DiI inh	PKA-R2B act	SR-BI uptake up	PKA-R1A activ	Mot1-301 SUMO	DSG3 Ab inh	dFosB act
O=C(Cn1nc(C(F)(F)F)cc1C1CC1)NCc1ccccc1F	10	-5	1.3	-2	10	-9	-10	-5	7	103	-11
O=c1[nH]nc(SCc2ccccc2)c(=O)[nH]1	4	38	1.7	-7	-14	-1	14	-12	-3	97	-5
COc1cc(C2c3c(n[nH]c3C)C(=O)N2c2ccc(C)cc2)ccc1O (configuration not stated)	·	-7	-0.4	·	-24	-1	24	-12	195	99	-5

Continuation.
SMILES	MITF TRPM1 HTS	Arrestin-AP2 inh	CDK5 inh	NSD2 HMT inh	SR-BI DiI inh	PKA-R2B act	SR-BI uptake up	PKA-R1A activ	Mot1-301 SUMO	DSG3 Ab inh	dFosB act
CC(C)c1nc(SCC(=O)NCC2CCCO2)c2c(=O)n(C)c(=O)n(C)c2n1 (configuration not stated)	1	-1	-1.1	-3	-9	0	9	4	-4	108	5
CC(C)(C)NC(=O)CN(c1cccc([N+](=O)[O-])c1)S(=O)(=O)c1ccccc1	-3	23	2.4	0	-33	·	33	·	-3	·	-3
O=S(=O)(NCC(c1cccnc1)N1CCN(c2ccc(F)cc2)CC1)c1cccs1 (configuration not stated)	·	17	0.2	·	-3	-10	3	1	34	101	-7
COc1ccc(C(=O)NC2CC2)cc1OC1CCN(Cc2ccccc2F)CC1	0	24	0.6	-1	-11	7	11	12	-18	105	-4
Cc1ccc(NC(=S)N(Cc2ccco2)C(C)c2cccs2)cc1 (configuration not stated)	-3	-10	-0.9	6	0	-10	0	-2	-8	104	0
O=C(OCc1cc(=O)n2c(n1)sc1ccccc12)c1ccc(O)cc1	3	-7	-0.6	2	-11	-3	11	-2	-1	125	-25
COC(=O)c1cc(C#N)c(N(C)Cc2ccccc2)nc1C	32	8	-0.1	-8	22	-8	-22	3	2	108	7
CCn1c(CSc2nc(C)cc(C)n2)nnc1SCC(=O)Nc1ccccc1	·	9	-0.2	0	15	3	-15	-2	8	99	-2
Cc1ccc(NC(=O)NCCCc2ccccc2)cc1	39	-2	1.9	4	7	-13	-7	-13	11	103	-4
CN(C)c1oc(-c2ccc(OCc3ccc(Cl)cc3)cc2)nc1C#N	-3	5	-0.6	9	33	3	-33	-5	13	98	-6
CCOc1ccc(/C=C/C(=O)N(CC)CC(=O)NCc2cccs2)cc1OC	3	-16	-1.0	0	15	-11	-15	5	-6	116	-2
CC(C)=C1C2CCC1C1C(=O)N(NC(=O)c3ccco3)C(=O)C21 (configuration not stated)	-2	-9	-1.1	-8	9	5	-9	3	-2	111	5
COc1ccc(S(=O)(=O)N2CCCCCC2)cc1C(=O)N(C)CC(=O)Nc1cc(C)ccc1C	-13	21	-2.1	-2	7	2	-7	5	-17	104	-11
COc1cccc(CNC(=O)CCNS(=O)(=O)c2ccc3c(c2)CC(C)N3C(C)=O)c1 (configuration not stated)	5	-4	-0.1	·	3	-4	-3	-3	16	·	4
CN(C)CCNc1ccc(CO)c2sc3ccc(O)cc3c(=O)c12	·	18	1.4	·	-7	-8	7	-6	·	94	38*
Cc1cccc(NC(=O)Cn2c(=O)oc3ccccc32)c1C	-3	27	-0.6	0	-33	7	33	0	6	102	13
CCOC(=O)c1cc2ccc(OC(=O)c3ccco3)cc2oc1=O	3	-8	-0.4	-5	-4	-7	4	-13	16	95	4
Cc1cc(Nc2ccc(Br)cc2F)n2nc(C)nc2n1	2	-5	3.0	·	-3	-6	3	-6	-6	118	-11
COc1ccc(C)cc1NC(=O)C(=O)N/N=C(\C)CC(=O)Nc1cccnc1	-4	-4	2.1	-2	-10	-2	10	2	14	128	-4
Cc1ccc(-n2c(C)cc(C(=O)CSc3nncs3)c2C)cc1	29	5	0.8	3	7	-9	-7	1	2	126	-1

One compound at a time (already shown).
O=c1ccc2ccc(O[C@@H]3O[C@H](CO[C@@H]4OC[C@](O)(CO)[C@H]4O)[C@@H](O)[C@H](O)[C@H]3O)cc2o1 as listed: MITF TRPM1 HTS = 9; Arrestin-AP2 inh = -4; CDK5 inh = -0.7; NSD2 HMT inh = ·; SR-BI DiI inh = -12; PKA-R2B act = -4; SR-BI uptake up = 12; PKA-R1A activ = -11; Mot1-301 SUMO = -1; DSG3 Ab inh = 101; dFosB act = 0
CC(C)(C)NC(=O)CN(c1cccc([N+](=O)[O-])c1)S(=O)(=O)c1ccccc1 as listed: MITF TRPM1 HTS = -3; Arrestin-AP2 inh = 23; CDK5 inh = 2.4; NSD2 HMT inh = 0; SR-BI DiI inh = -33; PKA-R2B act = ·; SR-BI uptake up = 33; PKA-R1A activ = ·; Mot1-301 SUMO = -3; DSG3 Ab inh = ·; dFosB act = -3

Following part.
SMILES	MITF TRPM1 HTS	Arrestin-AP2 inh	CDK5 inh	NSD2 HMT inh	SR-BI DiI inh	PKA-R2B act	SR-BI uptake up	PKA-R1A activ	Mot1-301 SUMO	DSG3 Ab inh	dFosB act
COc1cc(/C=N/NC(=O)c2ccncc2)c([N+](=O)[O-])cc1OC	-5	14	0.6	3	-14	-1	14	-12	-8	98	-1
COc1ccc(CNC(=O)CCS(=O)(=O)c2ccc3c(c2)oc(=O)n3C)cc1	1	1	-1.6	-2	-2	-7	2	-2	-3	99	-4
Cc1cc(C)n(-c2nc(SCC(=O)Nc3nccs3)c3c4c(sc3n2)COC(C)(C)C4)n1	·	12	0.3	1	7	-7	-7	-4	-1	99	-17
Cc1nc(N)sc1-c1csc(Nc2ccccn2)n1	0	-1	4.0	9	32	-9	-32	-14	·	102	8
CCOc1cc(S(=O)(=O)N2CCCC2)c(C)cc1C	4	31	-8.2	-6	6	8	-6	9	6	98	-3
Cc1cc(C)c2nc(Nc3nc(-c4ccccc4)cc(=O)[nH]3)nc(C)c2c1	15	-16	-0.6	0	·	4	·	-8	-6	101	-11
CC[C@]12c3[nH]c4cc(-c5ccco5)ccc4c3CCN1C(=O)[C@@H](CC(=O)NCC13CC4CC(CC(C4)C1)C3)C[C@@H]2C(=O)N1CCN(C(=O)C2CC2)CC1	-22	8	0.9	·	25	-3	-25	-7	·	100	-16
O=S(=O)(Nc1cc(Cl)ccc1N1CCOCC1)c1ccccc1Cl	1	-4	-2.8	0	10	-3	-10	8	-19	106	-9
O=C(CCS(=O)(=O)c1ccc(Br)s1)NC1CCCCCC1	·	22	-0.8	4	-29	2	29	-5	-22	84	2
COc1cc(C(=S)N2CCOCC2)ccc1OC(=O)c1ccccc1[N+](=O)[O-]	·	1	-1.4	-3	24	2	-24	-9	-14	95	0
Cc1ccc(CNC(=O)CC(C)S(=O)(=O)c2ccc3c(c2)NC(=O)C(C)S3)cc1 (configuration not stated)	-18	-15	·	-4	-5	-2	5	1	-4	104	-4
